Rpn11 block – Rpn11 (PSMD14) deubiquitinase inhibitors, primary screen, biochemical, fluorescence polarization, uHTS; AID 588493, 2011; human 26S proteasome, Ub4-pepOG fluorescence polarization; 20S core pre-blocked with epoxomicin; 26S proteasome non-ATPase regulatory subunit 14 (Homo sapiens), O00487; actives 0.59% (n = 360,000); calls only at 20 µM;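 active = inhibition at 20 µM, scaled to each plate's controls, above about 33%, limit read from the data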
Target sequence (O00487 whole entry, looked up): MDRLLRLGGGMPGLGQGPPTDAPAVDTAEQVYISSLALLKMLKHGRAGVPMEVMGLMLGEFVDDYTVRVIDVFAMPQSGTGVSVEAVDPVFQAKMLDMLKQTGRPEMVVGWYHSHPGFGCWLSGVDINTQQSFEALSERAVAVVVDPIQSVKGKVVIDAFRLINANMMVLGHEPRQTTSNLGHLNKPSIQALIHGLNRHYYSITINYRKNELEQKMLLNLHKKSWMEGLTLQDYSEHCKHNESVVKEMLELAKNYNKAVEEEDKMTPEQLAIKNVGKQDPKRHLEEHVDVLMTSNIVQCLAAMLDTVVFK
MsrA act – bovine MsrA enzyme activators, primary screen, biochemical, absorbance, HTS. actives 0.3% (n = 360,000). purified bovine MsrA, absorbance read-out. Methionine sulfoxide reductase A (Bos taurus). activation, % at 10.6 µM; in the data active = activation above about 7.5%;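 note: 0% = vehicle and 100% = reference activator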
eLon inh – inhibitors of E. coli Lon protease, primary screen, biochemical, fluorescence polarization | inhibition, % at 7.94 µM | actives 0.42% (n = 360,000) | P0A9M0 | AID 602123, 2011 | purified E. coli Lon protease; in the data active = inhibition above about 13%, passing the limit was not always enough;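 note: 0% = enzyme with probe and DMSO and 100% = no enzyme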
CSN deneddyl inh – inhibitors of CSN-mediated cullin deneddylation, primary screen, biochemical, fluorescence polarization, uHTS | inhibition, % at 12.5 µM | actives 0.38% (n = 360,000) | Purified CSN, SCF-Nedd8-OG deneddylation | COP9 signalosome complex subunit 5 (Homo sapiens), Q92905;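 active = pattern-corrected inhibition above about 35%, with an unprinted fluorescence ratio check between 0.5 and 1.5, limit read from the data, passing the limit was not always enough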;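 note: 0% = enzyme with substrate and 100% = substrate without enzyme; some results filed as inactive read as strong as hits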
Target sequence (Q92905 whole entry, looked up, one chain of several): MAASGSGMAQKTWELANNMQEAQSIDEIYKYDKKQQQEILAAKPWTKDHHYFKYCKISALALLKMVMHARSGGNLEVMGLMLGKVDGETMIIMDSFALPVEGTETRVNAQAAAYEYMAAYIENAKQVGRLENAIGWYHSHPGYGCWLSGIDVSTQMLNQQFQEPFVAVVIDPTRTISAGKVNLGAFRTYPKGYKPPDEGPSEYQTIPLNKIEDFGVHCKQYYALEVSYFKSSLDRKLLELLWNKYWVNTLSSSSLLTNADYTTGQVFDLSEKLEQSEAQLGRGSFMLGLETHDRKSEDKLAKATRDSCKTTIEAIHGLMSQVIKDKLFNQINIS
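Assay system: purified human Csn5 enzyme expressed in HEK293T cells; Input: 0.24 nM Csn5 enzyme, final concentration; Reagent: 10 nM SCFSkp2-Nedd8OG; Compound dosing: 12.5 µM single point; Times: reaction 90 min, room temperature; Technique: fluorescence polarization readout.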
Rin1 Abl inh – inhibitors of Rin1-Abl protein binding, primary screen, biochemical, TR-FRET | actives 0.4% (n = 360,000) | AID 588664, 2011 | inhibition, % at 7.35 µM; in the data active = inhibition above about 5%, passing the limit was not always enough
FAS-TE inh – FAS thioesterase domain inhibitors, primary screen, biochemical, fluorescence intensity, uHTS | Fatty acid synthase (Homo sapiens), P49327 | recombinant FAS-TE, OMFH fluorogenic substrate, fluorescence endpoint | inhibition, % at 15 µM | actives 0.67% (n = 360,000) | AID 602261, 2012;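 active = compounds whose normalised, plate-corrected inhibition of enzyme fluorescence in the single-dose primary screen is 50% or more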;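 note: 0% = DMSO with enzyme and 100% = substrate without enzyme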
MT1-MMP act inh – blockers of MT1-MMP proenzyme processing, primary screen, HT1080 RFP-PRO-GFP cells, GFP/RFP fluorescence; GFP/RFP ratio fluorescence, overnight; percent of plate control window, DMSO zero; Matrix metalloproteinase-14 (Homo sapiens), P50281; actives 0.061% (n = 360,000); GFP/RFP ratio change, % at 20 µM;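 active = GFP/RFP ratio change of at least 30% with cell ATP level not reduced by more than half and red fluorescence within 50% of control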; note: strong numbers were not always called active
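Assay system: HT1080 RFP-PRO-GFP cells | Dosing: 20 µM single dose, 1% DMSO | Incubation: Cells overnight before dosing, compound overnight, 37 °C, 5% CO2 | Evaluation: GFP/RFP fluorescence ratio | Control set: DMSO-only wells and HT1080 RFP-L50D-GFP cell wells as references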
MsrA inhibitor – bovine MsrA enzyme inhibitors, primary screen, biochemical, absorbance, HTS; purified bovine MsrA, absorbance read-out; actives 0.75% (n = 360,000); Methionine sulfoxide reductase A (Bos taurus); AID 651718, 2012; inhibition, % at 15.5 µM; in the data active = inhibition above about 4.5%;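 note: 0% = vehicle wells with enzyme and 100% = reference inhibitor wells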
PABP1 MLLE inh – inhibitors of PABP1 MLLE–PAM2 peptide binding, primary screen, biochemical, fluorescence polarization, FITC-PAM2, GST-MLLE; Polyadenylate-binding protein 1 (Homo sapiens), P11940; actives 0.36% (n = 360,000); inhibition, % at 20 µM; AID 588489, 2011; in the data active = inhibition above about 35%, passing the limit was not always enough;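 note: plate controls were DMSO wells with GST-MLLE for no effect and wells lacking GST-MLLE protein for full effect; some results filed as inactive read as strong as hits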
Starred values were filed as active, the others as inactive; i = inactive; nt = no result given; + = active, no number.

SMILES	Rpn11 block	MsrA act	eLon inh	CSN deneddyl inh	Rin1 Abl inh	FAS-TE inh	MT1-MMP act inh	MsrA inhibitor	PABP1 MLLE inh
COc1ccc(S(=O)(=O)N(CCCN2CCCC2=O)Cc2cc3c(C)ccc(C)c3[nH]c2=O)cc1	i	-4	10	0	1	-3	2	0.6	-1
CCOC(=O)C1(CCOC)CCN(Cc2ccccc2-c2ccco2)CC1	i	-3	-2	-9	0	2	-5	-0.3	6
Cc1ccc(C(=O)ONC(=O)c2ccc(Cl)cc2)cc1[N+](=O)[O-]	i	0	-3	-1	1	6	0	0.2	-2
COC(=O)C1(CCSC)NC(c2ccco2)C2C(=O)N(C)C(=O)C21 (centres undefined)	i	-8	0	0	-2	-9	0	0.5	-3
Cc1ccc(S(=O)(=O)NCCCC(=O)O)cc1	i	-4	-9	-14	1	-3	3	-1.1	17
CSC1=NCCN1C(=O)COc1ccccc1	i	-7	-1	6	3	-2	-1	-0.1	1
COc1ccc(CCN/C=C2/CC(=O)NC2=O)cc1OC	i	-2	0	-2	-1	-8	-2	2.1	10
COC(=O)CCCCCN1C(=O)/C(=C\c2ccncc2)SC1=S	i	0	-12	7	-3	-2	10	-0.6	22
CCn1c(=O)n(CC)c2cc(N3CCCC3)c(NC(=O)c3cc(Cl)ccc3OC)cc21	i	-6	-11	0	-3	21	1	-1.0	11
CC[C@H](C)[C@H]1CNC(=S)N1CC1CCN(CCC23CC4CC(CC(C4)C2)C3)CC1	i	0	-3	-3	2	-12	1	0.7	-88
O=C(NNC(=S)Nc1ccccc1)c1ccncc1	i	0	2	-2	-1	-5	5	1.7	6
O=C(Nc1ccc(C(=O)N2CCN(c3ccccc3)CC2)cc1)C1=CSCCO1	i	-3	-4	1	-1	-3	4	0.4	-5
CCc1ccc(N=C2NC(=O)CS2)cc1	i	-3	8	2	0	-3	-4	1.9	-11
Cn1c(SCC(=O)N2CCOCC2)nc2cccnc21	i	-6	-2	-3	-2	-7	-4	-1.0	1
Cc1nc2c(C(=O)N3CCOCC3)cnn2c(C)c1Cc1ccc(Cl)cc1	i	-14	-11	-1	0	-8	3	-0.2	-10
COc1ccc2c(c1OC)C(=O)OC2n1c(O)c(N=NC(C)=O)c2ccccc21 (centres undefined)	i	-5	-5	0	-2	-1	4	0.5	-9
C=CCN(c1ccccc1)S(=O)(=O)c1cc2c(cc1C)NC(=O)CO2	i	-2	4	-6	-2	1	0	-0.9	13
Cc1ccc(C(=O)NNC(=O)c2ccoc2C)s1	i	0	-7	2	0	-2	0	-0.4	4
COc1cc(/C=C/C(=O)N(C)CC(=O)Nc2ccccc2Br)cc2c1OCCO2	i	-4	0	-1	-2	-1	-3	2.0	-6
Cc1ccc(-c2nc3ccc(Cl)cn3c2Cc2cccc(F)c2)cc1	i	-2	-2	11	2	14	-6	1.2	-17
CCOc1ccc(S(=O)(=O)Nc2cccc(C(=O)NCCCN3CCCC3=O)c2)cc1	i	0	5	-8	0	-5	-1	-0.2	2
COc1ccc(OCC2CCNCC2)cc1	i	-8	-4	-1	1	-6	-2	0.1	-3
COc1cc(C2C(C#N)=C(N)N(c3sc4c(c3C#N)CCCC4)C3=C2C(=O)CC(C)(C)C3)cc(OC)c1OC (centres undefined)	i	0	-9	12	2	-12	-4	nt	3
Cn1c(-c2ccsc2)c(-c2cccs2)c2cc(-c3ccc4cc[nH]c4c3)ccc21	i	-3	2	0	-2	34	6	1.8	-1
O=C(NCC1COc2ccccc2O1)c1ccc(Cl)c(S(=O)(=O)N2CCOCC2)c1 (centres undefined)	i	-1	4	4	3	3	2	-1.1	-8
CCOC(=O)c1c(N)sc(C(=O)N2CCOCC2)c1C	i	-2	-6	-6	-1	-6	0	2.0	12
N#Cc1cc(S(=O)(=O)c2ccccc2)c(N)[nH]c1=O	i	-1	17	3	0	-5	-4	2.2	3
Cc1ccc(SCC(=O)Nc2ccc3c(c2)C(=O)N(C)C3=O)cc1	i	-3	-6	-2	-1	2	-1	0.0	8
CCN(CC)C(=O)C1=C(C)N(CCC2=CCCCC2)C(=O)C(CC(=O)NC(c2ccccc2)c2ccccc2)C1 (centres undefined)	i	2	-3	7	-2	11	-5	-0.6	-2
CN=C(c1ccc(C)cc1)n1c(=S)nc(-c2ccc(C)cc2)n(C)c1=S	i	-6	-1	4	1	10	-3	-0.5	29
CCOc1ccc(OCC(=O)Nc2cc3c(cc2C(=O)O)OCCCO3)cc1	i	-3	3	4	0	-3	-3	-0.6	8
O=C(NCc1ccc2c(c1)OCO2)c1cccc(N2CCCC2=O)c1	i	-3	4	1	-1	-5	1	3.1	8
CCc1sc(NC(C)=O)nc1-c1ccccc1	i	-11	-8	-3	0	-6	0	1.1	-3
CC(C)N(Cc1cn(C)nc1-c1cccc(Cl)c1)CC1CCC(=O)N1 (centres undefined)	i	-4	0	-1	-4	-6	-6	2.6	6
CCCOc1ccc(N2C(=O)CC(N3CCN(c4ccccc4F)CC3)C2=O)cc1 (centres undefined)	i	-2	-2	0	-1	4	4	-0.9	6
O=C(Nc1ccc(OCC(=O)N2CCOCC2)cc1)c1ccccc1F	i	-3	-7	-2	2	-6	1	0.0	-1
O=C(NCc1ccco1)c1ccc(S(=O)(=O)N2CCCCC2)cc1	i	-8	-2	-10	0	-6	-2	0.0	6
O=C(CN1CCN(Cc2ccccc2)CC1)N/N=C/c1c[nH]c2ccccc12	i	-8	26	2	-1	-12	9	2.4	-15
COc1cccc(/C=C/C(=O)OC(C)C(=O)Nc2c(C)n(C)n(-c3ccccc3)c2=O)c1 (centres undefined)	i	-4	0	1	0	-6	-3	0.8	-1
COCC1CCN(Cc2cn(C)nc2-c2cccc(Cl)c2)C1 (centres undefined)	i	-4	-8	-1	6	-4	4	1.6	9
O=C(Cn1c(SCC(=O)N2CCc3ccccc3C2)nc2ccccc21)NC1CCCC1	i	-2	-1	0	1	-2	-7	0.0	-10
Cc1ccc(C(=O)Nc2nc3ccc(S(C)(=O)=O)cc3s2)s1	i	-6	-3	-1	-24	-6	-1	4.0	-13
O=C1NC(=O)C(c2ccc(Cl)cc2)N1 (centres undefined)	i	-1	-6	2	-1	-3	-2	-0.7	-2
CCCOc1ccc(C(=O)N2CCCC2C(=O)O)cc1 (centres undefined)	i	-9	-8	3	3	-5	1	0.6	14
Cc1ccc(S(=O)(=O)N(C)C)cc1NC(=O)COC(=O)c1sc2cc(Cl)ccc2c1Cl	i	-2	-6	-1	-2	21	4	-0.7	3
O=C(Oc1ccc2c(c1)OCC2=O)c1ccccc1	i	-9	19*	6	4	-1	2	1.0	11
Cc1ccc(-c2cc(C(=O)Nc3cc(C)ccc3O)no2)cc1	i	-1	-13	5	-3	0	4	1.3	-2
CC(OC(=O)C1CCN(S(=O)(=O)c2ccccc2C(F)(F)F)CC1)C(=O)N(C)Cc1ccccc1 (centres undefined)	i	-3	-3	4	-3	14	1	-1.0	-51
Cc1nc(N2CCC3(CC2)OCCO3)c2nnn(Cc3ccccc3F)c2n1	i	0	-11	0	-4	5	-4	3.2	0
CCNC(=S)N/N=C1\CCCCc2ccccc21	i	0	6	1	2	1	-3	0.2	22

Shown field by field: part of the list above.
CCCOc1ccc(C(=O)N2CCCC2C(=O)O)cc1 (centres undefined)
  Rpn11 block: i
  MsrA act: -9
  eLon inh: -8
  CSN deneddyl inh: 3
  Rin1 Abl inh: 3
  FAS-TE inh: -5
  MT1-MMP act inh: 1
  MsrA inhibitor: 0.6
  PABP1 MLLE inh: 14

Cc1ccc(S(=O)(=O)N(C)C)cc1NC(=O)COC(=O)c1sc2cc(Cl)ccc2c1Cl
  Rpn11 block: i
  MsrA act: -2
  eLon inh: -6
  CSN deneddyl inh: -1
  Rin1 Abl inh: -2
  FAS-TE inh: 21
  MT1-MMP act inh: 4
  MsrA inhibitor: -0.7
  PABP1 MLLE inh: 3

O=C(Oc1ccc2c(c1)OCC2=O)c1ccccc1
  Rpn11 block: i
  MsrA act: -9
  eLon inh: 19*
  CSN deneddyl inh: 6
  Rin1 Abl inh: 4
  FAS-TE inh: -1
  MT1-MMP act inh: 2
  MsrA inhibitor: 1.0
  PABP1 MLLE inh: 11

Cc1ccc(-c2cc(C(=O)Nc3cc(C)ccc3O)no2)cc1
  Rpn11 block: i
  MsrA act: -1
  eLon inh: -13
  CSN deneddyl inh: 5
  Rin1 Abl inh: -3
  FAS-TE inh: 0
  MT1-MMP act inh: 4
  MsrA inhibitor: 1.3
  PABP1 MLLE inh: -2

(continued)
SMILES	Rpn11 block	MsrA act	eLon inh	CSN deneddyl inh	Rin1 Abl inh	FAS-TE inh	MT1-MMP act inh	MsrA inhibitor	PABP1 MLLE inh
CCS(=O)(=O)N1CCCC(C(=O)NC2CCCCC2)C1 (centres undefined)	i	3	1	-1	1	-4	-1	-0.4	-1
CN(C)c1ccc(/C=N/NC(=O)c2nnn(-c3nonc3N)c2CN2CCCCCC2)cc1	i	-3	1	0	4	-1	-5	1.2	-12
COc1ccc(NC(=O)CC2C(=O)N(Cc3ccccc3)C(=S)N2CCN2CCOCC2)cc1 (centres undefined)	i	-1	-4	-1	-2	-1	4	1.6	-5
CCc1ccc(OCC(=O)NCCc2ccc3c(c2)OCCO3)cc1	i	-3	-6	-2	-3	4	0	-0.2	-10
CC1=C(C(=O)NCc2ccccc2)C(c2cccnc2)n2ncnc2N1 (centres undefined)	i	0	12	-7	-1	-6	0	-0.1	5
CCCCN1C(=O)/C(=C/C=C2/C=Cc3ccccc3N2CC)SC1=S	i	-3	2	5	0	22	28	2.0	30
CCOC(=O)c1c(-c2ccc(C)o2)csc1NC(=O)CSc1nncs1	i	-6	-13	8	1	22	1	-0.9	38
CCOc1cc(NC2CS(=O)(=O)CC2O)c(OCC)cc1NC(=O)c1ccccc1 (centres undefined)	i	-3	-11	6	-1	-5	-1	1.7	-4
Cc1ccc(OCCCN(C)C)c(Br)c1	i	-3	-3	1	0	-4	4	1.5	-2
COc1ccc(CNC(=S)NNC(=O)c2cc3ccccc3o2)cc1	i	-2	6	0	1	0	1	0.8	-24
COCCn1c(SCC(=O)NC2CCCC2)nnc1-c1ccncc1	i	-7	8	-1	6	-5	2	-0.5	-14
O=c1cc(/C=C/c2c(F)cccc2Cl)[nH]c2ccccc12	+	-6	-8	-5	-1	-9	1	-0.1	1
COc1ccc(Cl)cc1NC(=O)NCCCl	i	-3	1	2	4	-2	4	0.4	-4
COC(=O)CCCC1=CC2=CC(=O)C(C)(OC(=O)c3cccs3)C(=O)C2=CN1Cc1ccc2c(c1)OCO2 (centres undefined)	i	-2	8	10	2	-2	6	0.1	3
Cc1onc(-c2ccccc2)c1C(=O)N1CCN(Cc2ccccc2)CC1	i	4	-12	1	3	0	1	-0.8	2
CC(=O)Cc1cc(O)c2ccccc2c1OC(=O)c1ccc(Br)cc1	i	-3	-6	-1	-1	13	-94	0.3	11
Cc1ccc(C(=O)CSc2nnc(CNc3ccc(C)cc3C)n2Cc2ccco2)cc1	i	2	10	5	1	21	8	-0.2	-100
CC(=O)N1c2ccc(S(=O)(=O)NCCC(=O)NC3CCCCCC3)cc2CC1C (centres undefined)	i	1	-12	6	0	-6	4	-0.2	0

Screening data: PubChem, several laboratories
